# Screens (PubChem)
# TAG inh – triacylglycerol accumulation inhibition | inhibition, % at 12.5 µM | H9c2 cells, Nile Red lipid (TAG) fluorescence; cells loaded with 200 µM oleic acid | AID 651582 | 0.66% of 230,000 active;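 active means pattern-corrected inhibition of lipid staining of at least 50% with the nuclear-stain viability signal not falling by more than 50%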;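 further: 0% = DMSO wells and 100% = triacsin C control wells; some results filed as inactive read as strong as hits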
# TAG inh DAPI viability – also measured in TAG inh; calls as there; DAPI nuclei signal change (viability), lower = more cytotoxic, %;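 whole-well DAPI fluorescence read on a plate reader as a viability signal; minus 50 percent equals half of cells still viable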
# * marks the source's active call; other numbers are inactive results; & = joins results of further samples. These rows are one share of the data, so the mix of outcomes need not match the whole.
Compound	TAG inh DAPI viability	TAG inh
COc1ccccc1NC(=O)N1CCN(c2ccccn2)CC1	3.2	-11.6
Cc1cc(C(=O)OCC(=O)N2CC(C)OC(C)C2)c2ccccc2n1 (configuration not stated)	4.4	-4.0
O=C(Nc1ccc(S(=O)(=O)N2CCCC2)cc1)c1cc(F)c(F)cc1Cl	1.6	-5.6
CCOC(=O)c1csc(NC(=O)c2ccc3c(c2)OCCO3)n1	-3.7	12.7
CCOC(=O)c1c(NC(=O)CNCCO)sc(C)c1C	-6.9	13.8
O=C1CN(C(=O)COC(=O)c2cccnc2Cl)c2ccccc2N1	-2.8	4.5
CCCc1ccc(OCc2ccc(C(=O)NCc3cccnc3)o2)c(OC)c1	-1.7	-17.5
O=C(NC(=S)NCCc1ccccc1)c1ccccc1F	5.2	5.4
O=C(O)/C=C/C(=O)Nc1ccc(Cl)c(C(=O)O)c1	-3.9	-9.3
CCCCOc1cc(C(=O)NCCN(CC)CC)c2ccccc2n1	-0.5&30.2	10.0&25.3
CC1CC(C)CN(C(=O)COC(=O)c2ccc3c(c2)C(=O)N(Cc2ccco2)C3=O)C1 (configuration not stated)	2.1	10.1
CCc1ccc(NC(=O)CCc2nc3cccnc3n2Cc2ccc(OC)cc2)cc1	2.9	1.7
COCC(C)n1c(C)cc(C(=O)CN2C(=O)NC3(CCCCC3C)C2=O)c1C (configuration not stated)	8.4	0.2
CCN(CC)CCN(C(=O)c1ccc2c(c1)CCCC2)c1nc2c(OC)cccc2s1	40.0	-1.6
CC(=O)c1ccc(OCc2cc(C(=O)N(C)Cc3ccon3)no2)cc1	3.1	18.0
CCc1nc(SCC(=O)c2ccccc2)c2ccccc2n1	3.8	-18.3
COC(=O)c1ccccc1NC(=O)Nc1ccc(C(=O)N2CCCC2)cc1	0.6	-4.9
COc1cccc(C(C)(O)c2nc(-c3ccccc3)cs2)c1 (configuration not stated)	5.9	-4.2
Cc1ccc(N(O)C(C)(C)C)cc1	6.1	1.2
CC(c1ccccn1)C(C)(O)C(C)c1ccccn1 (configuration not stated)	0.5	-3.7
Cc1ccc(S(=O)(=O)NNC(=O)c2sc3nc(C)cc(C)c3c2-n2cccc2)cc1	137.2	-13.7
Cc1ccc(NC(=O)COC(=O)c2cccnc2)c(C)c1	-1.0	-13.4
Cc1cc(C)c(-c2csc(NC(=O)C3=COCCO3)n2)cc1C	1.0	-23.4
Cc1ccc(OCc2nc(-c3ccccn3)n[nH]2)cc1	-5.1	-3.6
COc1ccc(CCNC(=O)CSc2ccc(-c3cccs3)nn2)cc1OC	-1.0	3.8
CCOC(=O)C(=O)Nc1ccc(S(=O)(=O)Nc2nccs2)cc1	-6.6	-3.5
CCCN1CCN(C(=S)Nc2ccc(S(N)(=O)=O)cc2)CC1	-8.9	12.7
O=C(NCC1CCCN1S(=O)(=O)c1cccs1)C(=O)Nc1ccc(F)cc1F (configuration not stated)	3.5	-4.1
CCc1c(C)sc(NC(=O)c2noc(C)c2[N+](=O)[O-])c1C#N	-4.8	6.8
CC1CCCC(C)N1C(=O)COC(=O)c1ccccc1O (configuration not stated)	-6.4	9.5
N#Cc1c(NC(=O)CCCl)sc2c1CCCCC2	-2.7	11.9
NC(CO)c1csc(NC(=O)Nc2ccccc2Cc2ccccc2)n1 (configuration not stated)	-8.0	8.3
Cc1cc(-n2c(C)cc(C(=O)CCl)c2C)no1	-25.0	46.3
CN(C)[C@@H](CO)c1nnc([C@H](Cc2ccc(O)cc2)NC(=O)C2CCNCC2)o1	-14.3	6.2
Cc1cc2c(cc1S(=O)(=O)N(C)Cc1ccccc1)OCC(=O)N2	3.2	-30.4
CC(C)(C)C(=O)NC1CCN(S(=O)(=O)c2cccc(C(F)(F)F)c2)CC1	-4.9	12.1
O=C(CN1C(=O)C(=O)N(Cc2ccccc2)C1=O)c1ccc[nH]1	0.4	-3.4
NC(=O)C(c1ncc(C(F)(F)F)cc1Cl)c1c(Cl)cccc1Cl (configuration not stated)	7.3	-17.2
Cc1ccc(S(=O)(=O)c2nc(Cc3ccccc3)oc2N2CCOCC2)cc1	2.9	-7.3
CSc1nnc(NC(=O)c2cc3ccccc3oc2=O)s1	-2.0	6.0
Cc1cn(CC(=O)N2CCN(c3ccccn3)CC2)c(=O)[nH]c1=O	-3.2	3.2
COc1ccc(Cc2nnc(N)s2)cc1OC	15.7	1.9
O=C(Nc1ccc(Cl)c(Cl)c1)C1CCN(C(=O)c2ccco2)CC1	7.9	-12.7
CC(C)COP(=O)(OCC(C)C)C(Nc1ccccc1)c1ccccc1 (configuration not stated)	1.7	4.0
CC(OC(=O)c1cccs1)C(=O)NC1CCCCC1C (configuration not stated)	9.9	0.8
COCCNC(=O)Cn1nc(C)c([N+](=O)[O-])c1C	5.6	-6.8
CN(C)N1C(N)=C(C#N)C(c2cccnc2)C2=C1CC(C)(C)CC2=O (configuration not stated)	-4.3	-4.2
Cc1cc2ccccn2c1C(=O)c1ccc([N+](=O)[O-])o1	-77.5	82.8
O=C(CCS(=O)(=O)CCN1CCOCC1)NCNC(=O)CCS(=O)(=O)CCN1CCOCC1	-8.6	1.2
CCC(C)Sc1cc(-c2nc3ccc(C)cn3c2NCc2ccccc2)ccc1OC (configuration not stated)	71.3	1.8
O=C(CCN1CCOCC1)Nc1ccc(F)cc1	-5.9	3.4
N#CC1(NC(=O)CN2C(=O)NC(Cc3c[nH]c4ccccc34)C2=O)CCCCC1 (configuration not stated)	4.1	6.6
Cc1cc(C)n2c(nc3ccccc32)c1C(=O)NCc1ccccc1	60.8	-32.3
COc1ccc(NC(=O)c2cc(-c3ccc(F)cc3OC)n[nH]2)c(C)c1	-16.6	14.8
C=CCN1C=C2C(=O)C(C)(OC(=O)c3cccs3)C(=O)C=C2C=C1CCCC(=O)OC (configuration not stated)	0.6	-6.9
COc1ccc(S(=O)(=O)Nc2ccc3c(c2)C(=O)N([C@H](C)CO)C[C@H](C)[C@@H](CN(C)S(=O)(=O)c2ccc(OC)cc2)O3)cc1	-7.7	9.0

# Next part
Compound	TAG inh DAPI viability	TAG inh
Cc1cc(C(=O)Nc2c(C)nn(Cc3ccccc3)c2C)on1	-3.9	3.3
CCOC(=O)C1=C(COC(=O)/C=C/c2ccc(OC)c(OC)c2)NC(=O)NC1C (configuration not stated)	-0.3	-9.3
O=C(NCC1CCCN1S(=O)(=O)c1cccs1)c1ccc(F)cc1 (configuration not stated)	10.9	-1.2
CN(CCC1CCOCC1)C(=O)CC1C(=O)NCCN1Cc1cccc(F)c1 (configuration not stated)	-8.0	7.6
CCOc1ccc(OCc2cccc(C(=O)N(CC)CC)c2)cc1	-2.1	-13.0
CCc1cc(C(=O)Cc2nc3ccccc3[nH]2)c(O)cc1O	5.5	-17.2
CS(=O)(=O)N(CC(=O)N1CCN(Cc2ccccc2)CC1)c1cccc(F)c1	-3.0	17.4
Nc1nc(Nc2ccccc2Br)nc(C(F)(F)F)n1	9.6	-24.7
Cc1cc(N)ccc1-n1nc2ccccc2n1	8.1	-1.3
COC(=O)c1ccccc1COn1c(=O)c[n+]([O-])c2ccccc21	-4.7	8.3
O=C(COc1coc(CN2CCCc3ccccc32)cc1=O)Nc1ccccc1	-6.3	-10.5
O=C1N[C@@H](Cc2ccccc2)COC(=O)[C@H](Cc2ccc(F)cc2)CC/C=C/C[C@H]1CC(=O)N(CCO)Cc1ccccc1	-8.7	13.7
Cc1ccc(OCCC(=O)Nc2ccc(S(=O)(=O)Nc3nccs3)cc2)cc1	-3.5	-2.6
CC(=O)NCCc1ccc(C(=O)CSc2nnc(C3CC3)n2C2CC2)cc1	-7.4	3.2
CCOc1ccc(-c2nnc(N3CCCCC3)c3ccccc23)cc1	-12.4	-8.6
Cn1cc(C(=O)C(=O)NC2CCCCC2)c2ccccc21	-1.3	4.6
O=C(N/N=C/c1cccnc1)c1cccc(S(=O)(=O)Nc2cccc(Cl)c2)c1	-13.7	21.2
CCCN(C(=O)C1=COCCO1)c1c(N)n(Cc2ccccc2)c(=O)[nH]c1=O	-3.2	-0.9
CNC[C@@H]1Oc2ccc(NS(=O)(=O)c3ccc(Cl)cc3)cc2C(=O)N([C@H](C)CO)C[C@@H]1C	-2.8	7.8
O=C(NCCN1CCCC1)c1ccc(Cn2c(=S)[nH]c3cc4c(cc3c2=O)OCO4)cc1	2.6	4.8
Cc1nc2ccccc2c(=O)n1NC(=O)/C=C/c1ccc(Br)cc1	3.3	-1.4
CCN(CCCNC(=O)CCn1c(=O)[nH]c2ccccc2c1=O)c1cccc(C)c1	-8.6	19.9
O=C(CCCOc1ccccc1)Nc1ccc2c(c1)OCCO2	-10.9	14.4
O=C(Nc1ccccc1Cc1ccccc1)c1ccncc1	-0.9	-2.5

# Single records (already shown). Order of screens: TAG inh DAPI viability | TAG inh
# O=C(CCCOc1ccccc1)Nc1ccc2c(c1)OCCO2 in the list: -10.9 | 14.4
# CCN(CCCNC(=O)CCn1c(=O)[nH]c2ccccc2c1=O)c1cccc(C)c1 in the list: -8.6 | 19.9
# CNC[C@@H]1Oc2ccc(NS(=O)(=O)c3ccc(Cl)cc3)cc2C(=O)N([C@H](C)CO)C[C@@H]1C in the list: -2.8 | 7.8

# Among those listed so far, these contain a tert-butyl group.
Compound	TAG inh DAPI viability	TAG inh
Cc1ccc(N(O)C(C)(C)C)cc1	6.1	1.2
CC(C)(C)C(=O)NC1CCN(S(=O)(=O)c2cccc(C(F)(F)F)c2)CC1	-4.9	12.1

# The listing continues:
Compound	TAG inh DAPI viability	TAG inh
N#CCC(=O)Nc1ccc(C(=O)OCC(=O)Nc2cccc(C(F)(F)F)c2)cc1	-3.5	-4.9
O=C(NNC(=O)C1CCN(Cc2ccc(F)cc2Cl)CC1)Nc1ccc([N+](=O)[O-])cc1	10.0	-16.2
O=C(NCC1CCCCC1)C1CCN(C(=O)NC2CCCCC2)CC1	-2.7	8.7
C=CCN1C(=O)c2ccc(C(=O)NCC(=O)Nc3c(C)cc(C)cc3C)cc2C1=O	-4.0	-9.7
CSc1ncnc2c1ccn2CC(=O)Nc1ccc(C)c(C)c1	-3.4	-2.2
CCOC(=O)CNC(=O)C12CC3CC(C1)CC(c1ccc(C)cc1)(C3)C2	22.9	3.7
O=C(CSc1nnc(-c2ccccc2F)n1C1CC1)Nc1cccnc1Cl	6.7	-1.2
Cc1ccc(S(=O)(=O)NNC(=O)CCCCC(=O)NNS(=O)(=O)c2ccc(C)cc2)cc1	-1.0	17.6
COC(=O)C1CCN(C(=O)c2ccc3oc(Cc4ccc(Cl)cc4)nc3c2)CC1	0.1	3.5
CCNC(=O)N1C(=O)C2(OCCO2)c2cc(Br)ccc21	3.8	8.3
O=C1C=C(c2ccccc2)C(c2ccccc2)C1 (configuration not stated)	-3.2	1.7
O=C(/C=C/c1ccccc1)Nc1ccc(Cl)cn1	-20.5	15.6
CCCCOc1ccc(Cc2c(Cl)nc(SC)nc2N2CCOCC2)cc1	8.2	-10.0
COc1ccc(C(=O)NN)cc1	3.6	-5.9
Cc1cccc(Oc2nc3ccccn3c(=O)c2/C=C(\C#N)C(=O)NC2CCS(=O)(=O)C2)c1 (configuration not stated)	-5.0	8.1
O=C(Nc1cc(F)ccc1F)c1ccc2c(=O)n3c(nc2c1)CCC3	5.3	0.9
CCn1c(=O)cc(N2CCN(C(=O)c3ccco3)CC2)[nH]c1=O	5.1	3.8
COc1ccccc1CCC(=O)OC(C)C(=O)Nc1c(C)n(C)n(-c2ccccc2)c1=O (configuration not stated)	-8.0	3.5
Cc1csc(SCC(=O)NC2CCC(C)CC2)n1 (configuration not stated)	1.9	-4.7
O=C(O)c1ccc(COCC(F)(F)C(F)F)o1	14.1	-20.7
Cc1csc(-c2cnn(-c3ccccc3)c2NC(=O)c2cccc(F)c2)n1	-22.9	28.6
COc1ccccc1NC(=O)CN1CCC(n2nnc3cc(F)ccc32)CC1	5.8	-4.1
CC1CCN(S(=O)(=O)c2ccc(NC(=O)CCNC(=O)c3ccc(Cl)cc3)cc2)CC1	0.1	-7.7
CCCCN(C(=O)c1ccc([N+](=O)[O-])s1)c1c(N)n(CCCC)c(=O)[nH]c1=O	-2.5	-3.7
C1CCC(CNc2c3c(nc4nnnn24)CCCC3)CC1	-8.3	8.9
Cc1cccnc1NC(=O)c1ccccc1NC(=O)C(C)(C)C	0.1	0.1
COc1ccc(Nc2ccc3c(c2)=NC2(CCCCC2)[N+]=3[O-])cc1	-35.4	47.6
CCCC1(C(=O)OCC)NC(c2cc(OC)c(OC)c(OC)c2)C2C(=O)N(CC)C(=O)C21 (configuration not stated)	-9.2	3.8
Cc1cccc(N(C)c2cc(-c3ccc(F)cc3)nc3ccnn23)c1	-0.3	12.1
O=C(O)CC(NC(=O)C1CCCCC1)c1ccc(OC2CCCC2)cc1 (configuration not stated)	7.0	-6.7
COc1ccc(S(=O)(=O)Nc2ccc(-n3cnnn3)cc2)cc1Br	9.4	6.6
CCN(CC)S(=O)(=O)c1ccc(N/N=C/c2ccc(O)cc2)nc1	-10.6	4.1
Cn1c(N)c(C(=O)COC(=O)c2cc3ccccc3cc2O)c(=O)n(C)c1=O	0.7	-5.9
CCc1cccc(CC)c1NC(=S)NCc1nc2ccccc2[nH]1	1.3	5.2
CCn1c(C)[n+](Cc2ccccc2)c2ccc(C(=O)OC)cc21	-7.0	8.4
CCOC(=O)c1cnc2cc3c(cn2c1=O)CCCC3	8.9	-1.1

# Pulled by structure from the entries so far (two):
Compound	TAG inh DAPI viability	TAG inh
COc1ccccc1NC(=O)CN1CCC(n2nnc3cc(F)ccc32)CC1	5.8	-4.1
NC(CO)c1csc(NC(=O)Nc2ccccc2Cc2ccccc2)n1 (configuration not stated)	-8.0	8.3
